Screens as filed in PubChem.
697 NFkB inh: inhibitors of the PMA/ionomycin-induced NF-kB reporter in 697 B cells | 697 B-cell NF-kB luciferase reporter, 16 h | inhibition, % at 4 µM | 0.33% of 330,000 active; in the data active = inhibition above about 35%
SENP8 block: inhibitors of human SENP8 protease. Q96LD8. purified SENP8, Z-RLRGG-aminoluciferin cleavage, luminescence. AID 2540. inhibition, % at 10 µM. 1.2% of 330,000 active
Target sequence (Q96LD8 whole entry, looked up): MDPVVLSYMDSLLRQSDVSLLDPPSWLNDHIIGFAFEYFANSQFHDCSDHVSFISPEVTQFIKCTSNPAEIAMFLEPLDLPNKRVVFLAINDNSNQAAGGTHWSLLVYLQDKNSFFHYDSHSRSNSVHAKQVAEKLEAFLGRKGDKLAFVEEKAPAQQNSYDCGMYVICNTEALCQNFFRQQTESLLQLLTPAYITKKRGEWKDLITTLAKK
Jurkat NFkB inh: lowers PMA/ionomycin-induced NF-kB signal in Jurkat cells | inhibition, % at 4 µM | 0.53% of 330,000 active | PMA/ionomycin-induced NF-kB luciferase reporter, luminescence
Gli-Sufu antag: antagonists of Gli-Sufu signaling | Sufu-KO-LIGHT fibroblasts, Gli luciferase reporter luminescence | inhibition, % at 5 µM | 0.74% of 340,000 active;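 active = inhibition above about 55%, limit read from the data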;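 note: 0% = DMSO-treated cells and 100% = wells with medium but no cells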
Apaf-1 inh: inhibitors of human Apaf-1 apoptosome. reconstituted apoptosome caspase-3 activity, DEVD-Rh110 fluorescence. inhibition, % at 20 µM. 0.71% of 330,000 active. AID 489030; active = inhibition of at least 40% at 20 µM;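 note: plate controls were DMSO wells for no effect and DEVD-CHO caspase inhibitor wells for full effect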
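Material: reconstituted apoptosome with Apaf-1, cytochrome c, caspase-9, procaspase-3, dATP / Buffer or medium: pH 7.5 Hepes buffer with CHAPS, BSA, DTT / Also added: cytochrome c with DEVD-Rh110 / Schedule: compound with Apaf-1, dATP, procaspase-3 30 min, then 50 min reaction, room temperature / Technique: rhodamine 110 fluorescence at Ex 480/Em 540 nm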
UBC13 polyUb: blocks human UBC13 polyubiquitin chain formation. P61088. TR-FRET. inhibition, % at 20 µM. 0.47% of 330,000 active; in the data active = inhibition above about 45%, passing the limit was not always enough
Target sequence (P61088 whole entry, looked up): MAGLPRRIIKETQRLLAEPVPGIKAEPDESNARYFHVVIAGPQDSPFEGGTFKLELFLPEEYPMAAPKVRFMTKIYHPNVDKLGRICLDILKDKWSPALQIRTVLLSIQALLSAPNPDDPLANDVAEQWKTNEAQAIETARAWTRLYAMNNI
EBI2 block: antagonists of human EBI2 receptor | P32249 | EBI2 beta-arrestin recruitment, luminescence, 7a,25-OHC stimulated | inhibition, % at 5 µM | 0.81% of 360,000 active; in the data active = inhibition above about 38%;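 note: enzyme fragment complementation signal reports receptor beta-arrestin coupling in cells; 0% = agonist plus DMSO wells and 100% = wells without agonist; some results beyond the cut were filed as inactive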
CCR6 antag: blocks CCL20-driven beta-arrestin recruitment at human CCR6; CHO-K1 CCR6 PathHunter beta-arrestin, luminescence, CCL20-stimulated; inhibition, % at 20 µM; 0.49% of 340,000 active; AID 493098;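 active = compounds whose inhibition of the agonist-driven luminescence signal at 20 µM reaches about 50%, limit read from the data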;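 note: cells stimulated with CCL20 at 14 nM final; plate controls were DMSO with CCL20 for no effect and DMSO without agonist for full effect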
Target sequence (P51684 whole entry, looked up): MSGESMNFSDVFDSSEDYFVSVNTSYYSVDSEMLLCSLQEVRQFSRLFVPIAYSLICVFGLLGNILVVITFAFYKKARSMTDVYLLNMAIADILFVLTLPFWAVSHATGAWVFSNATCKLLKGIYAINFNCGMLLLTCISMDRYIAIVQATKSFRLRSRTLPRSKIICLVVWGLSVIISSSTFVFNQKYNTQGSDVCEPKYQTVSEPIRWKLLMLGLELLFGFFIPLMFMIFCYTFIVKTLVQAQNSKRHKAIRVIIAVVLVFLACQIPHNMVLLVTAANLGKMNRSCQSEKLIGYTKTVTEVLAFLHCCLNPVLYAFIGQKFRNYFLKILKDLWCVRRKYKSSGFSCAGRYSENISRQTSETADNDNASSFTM
* marks the source's active call; other numbers are inactive results; x = no result given. Cut-off read from the data, not from the text of the source, unless noted: active = inhibition above about 50%; inactive = the rest. These rows are one share of the data, so the mix of outcomes need not match the whole.

Compound,EBI2 block,Apaf-1 inh,UBC13 polyUb,Gli-Sufu antag,SENP8 block,Jurkat NFkB inh,697 NFkB inh,CCR6 antag
CCC1Oc2ccccc2N(CC(=O)NCCCN2CCCCC2C)C1=O (stereo not given),-8.6,6.7,5.0,30.0,-6.9,-9.1,-4.7,13.9
CCN(CC)CCN1C(=O)C2C(C(=O)Nc3ccc(Br)cc3)C3C=CC2(O3)C1C(=O)NC1CCCCC1 (stereo not given),-3.6,11.9,5.3,-2.7,1.7,4.6,6.4,6.0
Cc1csc(=O)n1CC(=O)Nc1ccc(Cl)c(Cl)c1,-12.0,18.1,23.1,-5.7,2.6,4.4,11.3,16.4
O=P(c1ccccc1)(c1ccccc1)c1nc(-c2ccccc2)oc1NCc1ccccc1,-35.5,17.7,4.6,-2.0,0.6,4.1,17.6,20.6
O=C(CSc1n[nH]c(=O)[nH]c1=O)NC1CCCCC1,-9.0,-8.9,-11.2,0.5,-2.7,-9.1,22.2,5.0
COc1ccc(CS(=O)(=O)CC2(O)CCN(C(=O)c3cccc(C(F)(F)F)c3)CC2)cc1,-0.9,-6.1,-3.4,-11.0,1.9,-14.5,18.6,6.4
CCCCOc1ccc(C(C)(O)CCN2CCOCC2)cc1 (stereo not given),-10.8,-1.8,2.6,24.7,3.1,4.1,-19.0,3.1
O=S(=O)(NC1CCCC1)c1ccccc1Br,2.3,1.4,-3.9,20.3,1.3,2.6,4.3,11.1
Cc1cc(C)cc(C(=O)OCC(=O)NCC(F)(F)F)c1,-4.9,1.7,8.8,-22.6,1.3,-3.2,6.4,-1.3
COC(=O)c1[nH]c2ccc(C)cc2c1NC(=O)Oc1ccccc1,4.5,-11.0,7.6,-15.6,50.9*,-27.4,7.2,15.1
Cc1cccc(CSCCNC(=O)CN2C(=O)c3ccccc3S2(=O)=O)c1,5.9,5.0,1.8,-8.3,1.5,12.9,0.4,1.8
O=C(Cc1ccc(S(=O)(=O)N2CCOCC2)s1)NNC(=O)c1ccccc1Cl,-12.7,-3.7,-12.8,-3.1,-8.8,2.2,10.2,7.8
C#CCOCCOCCOCCNc1nc(N2CCN(C(=O)[C@H](C)n3cc(CCCN=C(N)N)nn3)CC2)nc(N2CCN(C(=O)[C@H](Cc3ccc(O)cc3)n3cc(CCO)nn3)CC2)n1,x,24.4,-1.9,x,-2.2,12.2,12.0,x
CC(OC(=O)c1ccc(O)cc1)C(=O)Nc1ccc(Oc2ccccc2)cc1 (stereo not given),9.3,-0.9,18.8,10.8,-0.3,6.5,-4.9,8.9
CCOc1cccc(/C=C/C(=O)O)c1,-0.3,-4.2,-3.0,17.9,-4.8,1.5,-5.0,11.0
O=[N+]([O-])/C=C1\C=CC=CN1Cc1ccc(Cl)cc1,-4.0,-2.9,0.4,0.6,1.5,1.0,6.0,4.0
Cc1ncoc1C(=O)NCCC(c1ccccc1)c1ccccc1,-0.3,-11.7,7.2,-0.6,1.1,1.7,-0.2,8.9
CCOCCCNC(=O)Cn1ncc2c(=O)oc3ccccc3c21,-9.5,-1.9,6.0,-2.8,11.4,7.0,7.8,-0.9
COc1ccc2c(c1)O[C@@H](c1cccc(C(F)(F)F)c1)[C@H](O)C2=O,x,16.9,-1.9,x,5.3,11.0,12.8,x
Cc1ccc(C(=O)NC(=S)Nc2ccc(NC(=O)c3cccs3)cc2)cc1[N+](=O)[O-],1.6,1.1,-2.4,13.5,1.7,-8.8,-23.4,50.4*
CCc1ccc(CCC(=O)Nc2ccc(S(N)(=O)=O)cc2)o1,-0.9,-20.8,3.6,6.1,1.9,7.8,14.9,-1.9
COc1ccc(C(=O)COC(=O)Cn2c(C)csc2=O)c(OC)c1,0.0,-3.2,3.6,-5.9,-5.9,3.1,3.2,12.1
CC(C)(C)NC(=O)C[n+]1ccc(C(N)=O)cc1,-1.7,2.7,-6.2,-12.0,9.5,-11.8,-2.2,-0.6
CCOC(=O)N1CCN(c2nc3ccccc3n3cnnc23)CC1,7.7,2.5,-4.6,15.1,-5.7,5.4,18.5,4.4
CCOc1cc(/C=N/NC(=O)c2ccncc2)cc(Cl)c1OS(C)(=O)=O,-3.0,3.8,-8.2,2.2,-9.6,-5.6,-22.8,-4.5
Cc1sc(NC(=O)c2ccco2)c(C(c2cccnc2)N2CCN(C)CC2)c1C (stereo not given),8.1,4.1,1.5,3.6,-2.5,-9.8,-5.8,10.4
CCC(C)(C(=O)NC1CCCCC1)N(C(=O)c1ccccn1)c1ccc(C)cc1 (stereo not given),-0.9,22.4,-4.1,1.8,-0.6,1.6,-3.3,6.2
Cc1cc(F)ccc1NC(=O)C(C)n1c2ccccc2c2nc(=O)cc(C)n21 (stereo not given),-1.5,-8.0,-6.4,-0.1,-4.7,4.0,9.2,-5.4
COc1cc(C2CC(=O)Nc3ccccc3S2)cc(OC)c1OC (stereo not given),-11.5,2.3,8.1,5.5,-1.3,2.7,17.7,-3.5
COc1ccc(C(=O)CCS(=O)(=O)c2ccc(C)cc2)cc1,-4.4,1.1,3.8,-2.1,2.6,13.0,-5.1,1.2

One compound at a time, as listed above.
Cc1cc(F)ccc1NC(=O)C(C)n1c2ccccc2c2nc(=O)cc(C)n21 (stereo not given) as listed: EBI2 block: -1.5; Apaf-1 inh: -8.0; UBC13 polyUb: -6.4; Gli-Sufu antag: -0.1; SENP8 block: -4.7; Jurkat NFkB inh: 4.0; 697 NFkB inh: 9.2; CCR6 antag: -5.4
O=P(c1ccccc1)(c1ccccc1)c1nc(-c2ccccc2)oc1NCc1ccccc1 as listed: EBI2 block: -35.5; Apaf-1 inh: 17.7; UBC13 polyUb: 4.6; Gli-Sufu antag: -2.0; SENP8 block: 0.6; Jurkat NFkB inh: 4.1; 697 NFkB inh: 17.6; CCR6 antag: 20.6

The results go on:
Compound,EBI2 block,Apaf-1 inh,UBC13 polyUb,Gli-Sufu antag,SENP8 block,Jurkat NFkB inh,697 NFkB inh,CCR6 antag
O=C(COC(=O)CNC(=O)c1ccc(-c2ccccc2)cc1)NCc1ccco1,-0.8,11.9,-3.9,-0.8,-5.5,-14.2,-5.7,3.6
Cn1c(SCC(=O)Nc2ccccc2Oc2ccccc2)nnc1C1CC1,-0.9,-7.7,10.6,-6.8,-3.6,-2.0,7.0,-4.9
CC(C)(C)OC(=O)NCCCCCC(=O)N/N=C/c1coc2ccccc2c1=O,7.1,-3.9,-7.9,-1.6,-2.3,-3.3,-69.7,-9.6
O=C(NCC1CCCCC1)C1(CC2CC(c3cccc(Br)c3)=NO2)CCNCC1 (stereo not given),-12.3,23.4,50.6*,1.4,7.1,-5.1,0.2,10.3
Cc1ccc(F)c(NC(=O)c2c(-c3ccccc3)noc2C)c1,3.0,17.5,-4.6,-3.6,-2.2,-13.0,-14.0,6.1
O=c1onc(-c2cccnc2)n1-c1ccccc1F,-0.3,-25.6,8.2,7.3,4.0,-10.4,12.4,-20.5
Brc1ccc(-c2cnc3n2CCCC3)cc1,-6.4,0.4,-4.3,0.0,-11.7,2.6,-14.9,-12.0
CC(=O)CSc1nnc(Cc2ccc3c(c2)OCO3)o1,-5.6,-1.6,2.2,1.5,4.2,4.9,3.6,-3.7
O=S(=O)(NCc1ccc(Cl)cc1Cl)c1cccs1,-0.1,-1.7,12.0,-15.6,-4.8,-9.0,3.3,18.1
O=C(NC(Cc1ccc(O)cc1)C(=O)O)c1ccc2c(c1)OCO2 (stereo not given),-11.7,-12.2,6.2,2.6,-1.9,-7.0,1.7,3.9
O=C(CN1CCN(Cc2ccc(Cl)cc2)CC1)N/N=C/c1cccs1,3.2,-23.1,2.0,5.1,-0.7,-15.1,7.7,-0.7
CCCCc1nc2n[nH]c(N)c2c2c1CSC(C)(C)C2,-19.6,6.2,6.3,8.3,3.8,18.3,-12.6,3.5
Nc1cc(N)nc(SCC(=O)c2ccccc2)n1,-3.1,8.0,-3.3,-9.1,-12.3,-5.7,-22.7,2.9
CCN1C(=O)[C@H]2[C@@H](c3ccc(OC)cc3)N3C(=O)CN(CC4CC4)C(=O)[C@@]3(C)[C@H]2C1=O,-10.3,-4.3,-0.5,-16.4,0.2,4.7,12.4,-0.8
Cc1ccc(N2C(=O)CC(Cc3ccc(Cl)cc3)C2=O)cc1 (stereo not given),-1.6,-4.4,4.6,-15.4,-0.6,4.3,4.2,13.8
COc1cc(C(=O)n2nc(C)cc2C)cc(OC)c1OC,-12.4,-8.5,4.5,-3.0,-8.8,9.9,0.6,10.3
Cc1ncsc1C(=O)N1CCCC(C(=O)c2ccc3ccccc3c2)C1 (stereo not given),4.6,3.7,-1.4,10.4,-1.5,13.2,-39.1,9.1
Cn1c(=O)n(-c2cccc(Cl)c2)c(=O)n1C,-13.4,-30.9,4.4,-0.4,0.6,8.1,15.8,1.9
CCn1c(SCC(=O)N2CCCC2)nc2ccccc21,3.8,6.0,-0.2,-8.8,-9.1,18.6,-3.3,-13.7
CSC1=NC(=O)/C(=C/c2ccc(SC)cc2)S1,-1.2,9.3,-11.3,-30.4,45.8,-19.2,-42.0,-8.4
COCC1CCCCN1Cc1cn[nH]c1-c1ccc(OC)cc1OC (stereo not given),-10.3,-26.6,-0.5,-4.5,11.8,-2.0,7.9,-0.7
CCOc1ccccc1NC(=O)C1CCN(C(=O)C2CC(=O)N(c3ccc(C)cc3)C2)CC1 (stereo not given),-3.3,3.9,-5.4,-0.2,-3.1,17.3,17.1,11.7
CSCC[C@H](NC(=O)N1CCn2c1nc1ccccc12)C(=O)NCc1ccc(C)cc1,-5.0,0.7,7.1,1.3,2.2,6.8,3.2,8.0
CC(C)CCn1c(CN2CCN(C(=O)c3ccco3)CC2)nc2c1c(=O)n(C)c(=O)n2C,3.6,6.3,-7.9,6.3,2.9,0.5,-4.8,-2.9
CCOC(=O)/C=C/C(=O)Nc1ccc(Oc2ccccc2)cc1,-28.3,-14.1,18.5,-0.4,-0.5,11.5,12.9,-38.3
Cc1ccc(-c2c(C(=O)N3CCOCC3)oc(=O)c3ccccc23)cc1,-3.0,-6.0,1.6,28.4,5.3,9.2,11.6,7.4
C/C(=N\NC(=O)C1CC1)c1ccc(C(C)(C)C)cc1,7.4,4.7,9.1,20.3,-0.2,-17.3,-4.0,-5.6
c1cnc2ncc3sccc3c2c1,-22.0,-10.2,-2.4,-0.3,4.0,8.3,3.6,1.9
Clc1ccc(COc2ccccc2CNCc2cccnc2)cc1,5.0,-2.9,2.5,9.1,-4.7,6.6,-20.8,11.1
O=C(CN1C(=O)c2ccccc2S1(=O)=O)NCc1ccc(F)cc1,3.2,-1.7,-2.2,-5.2,-4.4,-15.9,3.9,5.8
COc1cccc(C2C(C#N)=C(N)OC(C(C)(C)C)=C2C#N)c1 (stereo not given),-15.7,5.1,-7.1,-19.1,10.2,7.2,35.6*,-19.7
CC(=O)Nc1cccc(C(=O)OCC(=O)Nc2ccc(Cl)cn2)c1,-3.8,-5.3,1.5,-8.8,-7.8,13.5,19.3,9.8
Cc1ccccc1Nc1nc(Nc2ccccc2C)nc(SC2=NCCS2)n1,8.2,-6.2,-9.7,11.1,9.7,-5.8,3.2,2.1
Cc1cccc(NC(=O)CSc2nc3ccc(N4C(=O)c5ccccc5C4=O)cc3s2)c1C,0.3,-20.0,-7.2,-5.5,0.9,4.0,2.3,-3.6
Cc1cccc(-n2ccc(=O)c(C(=O)Nc3ccc(S(=O)(=O)Nc4nccc(C)n4)cc3)n2)c1,-14.8,-8.6,-6.2,-4.7,4.5,-1.3,-10.0,2.3
O=C(Nc1ccc(Cc2ccncc2)cc1)c1cccs1,-0.9,-3.7,2.3,13.0,-8.3,-20.8,-12.8,-23.6
CCN(CC)Cc1c(O)c(Cl)cc2c3c(c(=O)oc12)CCCC3,-8.4,0.9,12.4,38.7,7.7,11.8,9.5,1.5
CCOc1ccc(Nc2nc(N)nc(CN3CCN(c4ccccc4F)CC3)n2)cc1,4.0,-1.2,13.7,-6.1,0.2,8.2,17.3,0.1
